SMARCA2 act = activators of SMARCA2 function; activation, % at 9.1 µM; MG213 cells, MMTV-luciferase reporter, dexamethasone, overnight; 370,000 tested, 1% active; in the data active = activation above about 7.8%;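 also: 0% = vehicle wells and 100% = reference activator wells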
Rev-erbA mod = Rev-erb alpha (human) modulation; AID 1259318; activity, % at 10 µM; 370,000 tested, 0.79% active; Rev-erbα–FITC-DNA binding, fluorescence polarization, 90 min; P20393;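 active = activity above about 14%, limit read from the data; passing the limit was not always enough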;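 also: 0% = DMSO wells with 35 nM protein and 100% = DMSO wells with 750 nM protein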
DAX1 inh-1 = NR0B1 (DAX1) inhibition. HEK293 Gal4-DAX1 luciferase reporter, luminescence. AID 504766. inhibition, % at 6.75 µM. 340,000 tested, 0.99% active. P51843;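 active = inhibition above the mean over all tested compounds plus 3 SD, cut at about 4.2% in these data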;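 also: 0% = DAX1-transfected cells with DMSO and 100% = empty-vector control cells with DMSO; inhibition shows as a rise in luminescence from relieved DAX1 repression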
Target sequence (P51843 207-470 limits assumed): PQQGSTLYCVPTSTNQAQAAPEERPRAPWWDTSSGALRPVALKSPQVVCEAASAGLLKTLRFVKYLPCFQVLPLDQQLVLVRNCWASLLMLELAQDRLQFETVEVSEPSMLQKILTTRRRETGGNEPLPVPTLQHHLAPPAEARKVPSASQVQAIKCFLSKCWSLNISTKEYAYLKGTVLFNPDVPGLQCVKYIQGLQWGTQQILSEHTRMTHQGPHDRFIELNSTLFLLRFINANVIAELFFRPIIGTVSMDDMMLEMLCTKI
DAX1 inh-2 = inhibitors of DAX1 repression of SF-1 activated StAR promoter; HEK293T StAR-luciferase reporter, SF-1/DAX-1 repression relief; inhibition, % at 6.8 µM; 370,000 tested, 1.1% active; AID 652010;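 active = inhibition above the mean over all tested compounds plus 3 SD, cut at about 3.6% in these data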;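 also: 0% = DAX-1 cells with DMSO and 100% = cells lacking DAX-1 with DMSO; higher inhibition means more luminescence from relief of DAX-1 repression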
HGIII-sPLA2 inh = Blocks human group III sPLA2 activity; Q9NZ20; QFRET BODIPY PC-A2 liposome hydrolysis, fluorescence; inhibition, % at 12.2 µM; 370,000 tested, 0.56% active; AID 743126;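 active = inhibition above mean plus 3 SD of compounds lying within the high and low control bounds, cut at about 19% in these data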;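 also: 0% = median of test compound wells and 100% = no enzyme DMSO wells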
Target sequence (Q9NZ20 whole entry, looked up): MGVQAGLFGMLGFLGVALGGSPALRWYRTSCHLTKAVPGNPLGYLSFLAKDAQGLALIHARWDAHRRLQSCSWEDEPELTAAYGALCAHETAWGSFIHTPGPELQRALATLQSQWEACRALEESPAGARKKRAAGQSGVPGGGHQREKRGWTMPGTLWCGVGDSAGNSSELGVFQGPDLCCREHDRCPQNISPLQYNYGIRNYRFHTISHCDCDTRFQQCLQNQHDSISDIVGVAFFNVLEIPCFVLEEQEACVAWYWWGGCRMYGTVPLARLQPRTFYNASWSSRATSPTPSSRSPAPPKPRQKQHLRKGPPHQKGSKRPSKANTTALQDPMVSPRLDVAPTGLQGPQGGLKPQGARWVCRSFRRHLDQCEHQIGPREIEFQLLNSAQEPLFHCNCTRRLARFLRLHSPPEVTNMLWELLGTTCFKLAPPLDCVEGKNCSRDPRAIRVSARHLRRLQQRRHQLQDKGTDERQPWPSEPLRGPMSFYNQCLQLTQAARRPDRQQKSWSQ
ssDAF-12 act = S. stercoralis DAF-12 activation, primary screen; activation, % at 6.8 µM; HEK293 ssDAF-12/GRIP1 lit1-tk-luc reporter, luminescence; % of 3 µM dafachronic acid response; 370,000 tested, 1% active;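 active = activation above the mean over all tested compounds plus 3 SD, cut at about 0.9% in these data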;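 also: 0% = DMSO-only wells and 100% = 3 µM delta7-dafachronic acid wells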
PG9 binder = small molecules binding HIV-1 gp120 antibody PG9 | TR-FRET gp120-PG9 antibody binding | inhibition, % at 6.7 µM | 360,000 tested, 0.43% active; in the data active = inhibition above about 8.5%
FXN GAA850 act = activators of GAA850 frataxin (FXN) promoter | HEK293 lucGAA850 FXN promoter luciferase reporter, 24 h; percent of 10 µM SAHA response | activation, % at 6 µM | AID 540364 | 360,000 tested, 0.56% active;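 active = activation above the average of all compounds screened plus 3 SD, cutoff fixed separately per campaign, cut at about 7.5% in these data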;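 also: 0% = DMSO wells and 100% = 10 µM SAHA wells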
hcDAF12 agonist = activates DAF-12 receptor from parasite H. contortus. 370,000 tested, 1.4% active. HEK293 hcDAF-12 lit1-tk-luc reporter, luminescence; 0% DMSO, 100% Δ7-dafachronic acid. activation, % at 6.8 µM;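 active = activation above the mean of all tested compounds plus 3 SD, cut at about 5.5% in these data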;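 also: 100% = response to 3 µM Δ7-dafachronic acid high control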
PLCb3 inh = blocks human PLC-beta3 enzyme activity. 370,000 tested, 0.18% active. Purified PLC-beta3, fluorogenic substrate, fluorescence. AID 720704. inhibition, % at 12.2 µM; in the data active = inhibition above about 11%;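 also: 0% = median of compound wells on plate and 100% = full blocker control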
hgDAF12 agonist = hgDAF-12 agonism, primary luciferase screen; HEK293 GAL4-hgDAF12 UAS-luciferase reporter, agonist luminescence; normalized to butyrate control; activation, % at 6.8 µM; 370,000 tested, 1.8% active;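 active = activation above a cutoff set at the mean of all screened compounds plus 3 SD, cut at about 10% in these data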;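 also: 0% = DMSO wells and 100% = sodium butyrate wells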
Numbers without * were called inactive; nt = not tested or not shown.

Molecule	hgDAF12 agonist	hcDAF12 agonist	ssDAF-12 act	Rev-erbA mod	FXN GAA850 act	SMARCA2 act	HGIII-sPLA2 inh	PLCb3 inh	PG9 binder	DAX1 inh-2	DAX1 inh-1
CCn1c(=O)n(CC)c2cc(N3CCCC3)c(NC(=O)c3ccccc3OC)cc21	-6.5	-5.6	-2.2	3	-4.6	-3	3	-45	-4.1	-9.3	-4.5
CN(C(=O)c1cccc(NC(=O)Cc2cccc(NC(=O)C3CCN(C(=O)c4ccccc4)CC3)c2)c1)C1CC1	-2.6	0.3	-1.3	10	-2.0	-1	-2	4	0.8	1.2	-0.4
CC(COc1cccc(C(F)(F)F)c1)CN1CCC(C(O)(c2ccccc2)c2ccccc2)CC1 (stereo not given)	-2.6	-0.9	-0.7	1	nt	-2	-20	4	nt	0.1	nt
Cc1ccc(C)c(SCC(=O)OCC(=O)c2ccco2)c1	-2.1	-0.1	-1.7	-3	-0.7	-1	-14	-3	-1.9	0.1	-0.5
O=C(NCCC1=CCCCC1)C(=O)NCC(c1ccco1)N1CCN(c2ccccc2)CC1 (stereo not given)	-0.3	-0.7	-0.9	1	-0.4	6	1	4	-1.6	0.8	-0.6
COc1cc2c(cc1O)C(Cc1ccc(O)cc1)[N+](C)([O-])CC2 (stereo not given)	-1.4	-1.2	-0.9	-3	-1.6	-1	10	-13	-0.5	0.0	1.0
CC(C)(C)NC(=O)NC(=O)COC(=O)c1cccc(F)c1	-1.9	0.2	-1.6	0	2.5	-3	5	2	-0.1	0.2	2.0
O=C(CCCc1ccccc1)N1CCN(C2CCCCC2)CC1	3.9	1.9	-0.9	7	5.6	3	0	-6	-0.3	1.3	2.2
CC1CCCCN1S(=O)(=O)c1ccc(S(=O)(=O)N(Cc2ccccc2)Cc2ccco2)cc1 (stereo not given)	1.5	-1.4	-1.8	-1	5.8	-3	-13	5	-2.9	0.3	-0.9
COc1cccc(CN(C)CC(=O)NCc2ccc(C)cc2)c1	2.2	0.5	-1.4	-2	1.6	1	8	-9	0.6	0.2	0.2
CC=CC1OCC(CC)C(CCC)O1 (stereo not given)	-2.6	3.2	-1.3	-7	-1.3	-4	11	5	0.1	-0.5	-1.6
CC(=O)N(\C=C/C=C/C=C1\Sc2ccccc2C1=O)c1ccccc1	2.3	2.1	0.1	-1	6.2	2	7	-26	-7.1	-0.3	0.7

Two entries from above in another layout:
Values in the order – hgDAF12 agonist	hcDAF12 agonist	ssDAF-12 act	Rev-erbA mod	FXN GAA850 act	SMARCA2 act	HGIII-sPLA2 inh	PLCb3 inh	PG9 binder	DAX1 inh-2	DAX1 inh-1
CN(C(=O)c1cccc(NC(=O)Cc2cccc(NC(=O)C3CCN(C(=O)c4ccccc4)CC3)c2)c1)C1CC1
→ -2.6	0.3	-1.3	10	-2.0	-1	-2	4	0.8	1.2	-0.4
CC(COc1cccc(C(F)(F)F)c1)CN1CCC(C(O)(c2ccccc2)c2ccccc2)CC1 (stereo not given)
→ -2.6	-0.9	-0.7	1	nt	-2	-20	4	nt	0.1	nt

The results go on.
Molecule	hgDAF12 agonist	hcDAF12 agonist	ssDAF-12 act	Rev-erbA mod	FXN GAA850 act	SMARCA2 act	HGIII-sPLA2 inh	PLCb3 inh	PG9 binder	DAX1 inh-2	DAX1 inh-1
O=C(Nc1cccc(C(=O)O)c1)/C(=C/c1ccc([N+](=O)[O-])cc1)NC(=O)c1ccccc1	-2.1	-0.5	-2.2	6	0.9	-1	-10	-3	-1.7	0.5	2.0
CCn1c(SCC(=O)NCc2ccc3c(c2)OCO3)nnc1-c1c[nH]c2ccccc12	-0.5	-0.6	-0.8	11	-2.3	1	-8	1	1.9	-0.4	-0.3
O=C(CSc1nnc(-c2ccco2)n1-c1ccccc1)NCC1CCCO1 (stereo not given)	3.7	-0.9	-0.7	0	-0.2	1	-3	-1	-1.9	-0.8	1.1
COc1cccc(C2NC(=O)N(CCCC(=O)O)C(C)=C2C(=O)OCc2ccccc2)c1 (stereo not given)	-0.2	-1.3	-0.6	-2	nt	0	3	-2	-0.6	0.3	nt
O=C(CSc1nnnn1C1CCCCC1)N1CCN(C(=O)c2ccco2)CC1	0.9	-0.6	-0.4	2	1.2	-3	-4	-4	-1.5	-0.9	-0.1
CCCc1ccc(-c2ccc(/C=C/C(=O)O)cc2)nc1	-21	-9.1	-3.4	-2	-9.2	-7	-3	-10	-2.9	-3.9	-5.6
CN(CCOC(=O)c1cc2ccccc2o1)C1CN(Cc2cn(Cc3ccccc3Cl)nn2)S(=O)(=O)C1 (stereo not given)	2.6	-1.0	-0.7	-5	nt	-2	-5	-13	nt	-0.4	nt
CC(CC(=O)Nc1nc2ccccc2[nH]1)c1ccccc1 (stereo not given)	7.2	1.8	-0.7	-5	4.9	5	4	5	0.8	0.6	0.6
COc1ccc(CNc2oc(C)nc2C#N)cc1	-0.4	-1.5	-1.1	2	3.8	-2	1	1	0.7	-0.5	0.7
Cc1c(NS(=O)(=O)c2cc(C(=O)NCc3cccc(Cl)c3)ccc2Cl)c(=O)n(-c2ccccc2)n1C	-1.2	0.9	-0.4	0	-1.1	1	-39	-2	2.2	-0.9	0.2
CN1C(=O)c2c(C(=O)Nc3ccc(Oc4ccncc4)cc3)[nH]c(-c3ccccc3)c2C1=O	0.5	4.6	0.2	-9	nt	-2	12	-1	-0.8	-1.0	nt
CC(=O)N1CCN(c2ccccc2NC(=O)c2ccco2)CC1	0.8	-0.6	-0.9	2	2.6	1	8	-8	-0.5	-0.7	0.1
O=C1N[C@@H](Cc2ccccc2)COC(=O)[C@H](Cc2ccc(F)cc2)C/C=C\C[C@@H]1CC(=O)N(CCO)Cc1ccccc1	-2.2	-1.4	-1.3	0	-1.8	0	-21	2	1.3	-0.5	0.2
O=C(NCc1ccc2c(c1)OCO2)c1c(-c2ccsc2)sc2ccccc12	1.0	1.3	-1.4	0	-0.1	1	1	-4	3.1	0.1	-0.6
COc1ccc(Cl)cc1N=Cc1c(O)c2ccccc2oc1=O	0.0	-0.9	-1.4	7	-0.4	-1	-8	-4	-1.9	0.1	0.3
O=C(Nc1ccccc1)c1cc2ccccc2s1	22*	10*	1.1*	9	1.6	0	-2	0	-2.0	4.2*	2.8
CNC(=O)c1c(NC(=O)C2=COCCO2)sc2c1CCC(C)C2 (stereo not given)	1.6	-1.7	-1.2	0	3.9	4	-11	-31	-0.3	-1.9	-0.1
Cc1cccc(NC(=O)c2nc[nH]c2C(=O)NCCCCNC(=O)c2[nH]cnc2C(=O)Nc2cccc(C)c2)c1	0.1	0.6	-1.4	8	-0.6	1	1	6	-1.2	0.4	0.5
Cn1c(=N)n(CC(O)c2ccco2)c2ccccc21 (stereo not given)	0.0	1.2	-0.4	-5	-1.3	-1	-3	0	1.4	0.4	0.9
CCC(=O)Nc1ccc2c(c1)OC[C@@H](C)N(C(=O)c1ccccn1)C[C@@H](C)[C@@H](OC)CN(C)C2=O	0.0	0.4	-0.5	1	nt	4	7	1	-0.3	-0.8	nt
COc1cccc(NC(=O)Nc2ccc3c(c2)nnn3C)c1	9.6	2.5	-1.0	4	1.4	4	12	-24	0.1	0.9	0.2
O=C(CNC(=S)N(CCCN1CCOCC1)Cc1cccs1)N1CCCCCC1	-1.2	-0.5	0.4	-3	1.0	-3	6	-2	0.6	0.5	0.0
COC(=O)Cn1c(=NC(=O)CSCC(=O)Nc2cc(C)on2)sc2ccccc21	-2.7	-0.2	-1.4	3	2.2	1	6	1	-0.1	-1.0	0.0
CCc1noc2cc(-c3ccccc3)n(C)c(=O)c12	13*	3.2	-0.4	-3	nt	9.7*	0	7	-1.5	3.1	nt
NC(=O)c1cc2ccccc2o/c1=N\NC(=O)c1ccccc1O	0.0	0.2	-1.5	21*	0.3	-3	2	11	-5.7	1.3	0.0
COc1ccc(C(C)=O)cc1CON=C1CSCc2ccccc21	4.5	3.1	0.3	0	-1.0	0	7	-6	-1.7	-1.6	-0.2
CCN(CC)S(=O)(=O)c1ccc(C)c(NC(=O)CSc2nc3ccc(C)cc3[nH]2)c1	0.0	-0.8	-1.3	1	1.1	-3	-37	-1	-0.4	-0.5	-1.7
O=C(COC(=O)c1cc(F)cc(F)c1)NCCCc1ccccc1	0.3	0.9	-0.4	-5	1.3	-1	-1	-5	1.0	0.4	2.3
CN(C)S(=O)(=O)c1cccc(NC(=O)c2ccc3nccnc3c2)c1	-0.8	-2.1	-1.9	-3	-4.3	-2	-6	-11	-1.6	-1.5	-0.8
Cc1ccccc1CN1CCCCC(NC(=O)c2c(F)cccc2F)C1=O (stereo not given)	-2.2	-4.3	-1.2	3	nt	-3	9	1	nt	-1.6	nt
Cc1ccc(/C=C/C(=O)OC(C)C(=O)NC2CCCCC2C)o1 (stereo not given)	-1.1	-0.7	-0.8	-5	1.1	-2	3	2	-0.5	-0.9	1.4
N/C(=N\OC(=O)c1ccco1)c1ccccc1	8.4	3.0	-0.6	3	3.9	6	9	-2	-1.7	3.1	3.7
O=C(Nc1nnc(Cc2ccc(Cl)cc2)s1)C1CCCO1 (stereo not given)	-1.5	-0.5	-1.6	-4	2.2	-1	-5	-2	2.6	1.2	2.1
CCCCNC(=O)CCC(=O)Nc1ccc2nc(N3CCN(C)CC3)cc(C)c2c1	-0.7	-0.3	-1.1	-3	2.7	2	-4	-12	1.2	-0.4	1.7
CC(=O)N1CCc2cc(S(=O)(=O)CCC(=O)N3CCc4ccccc4C3)ccc21	-0.1	-1.4	-1.0	4	1.6	0	-6	0	-0.1	0.1	-0.2
COc1cc(O)c(C(CCN2CCCC2)c2ccc3c(c2)OCO3)c(OC)c1 (stereo not given)	-0.2	-0.7	-1.4	-4	0.3	2	1	1	-1.5	0.2	-0.9
c1ccc(CCSc2ncnc3nc[nH]c23)cc1	6.0	-0.6	-1.6	4	3.8	0	-21	4	-2.6	-0.3	-0.4
CC(C)(C)OC(=O)N1CCC(N[C@@H](Cc2c[nH]c3ccccc23)C(=O)NCCc2c[nH]c3ccccc23)(C(=O)NC2CCCCC2)CC1	0.2	3.6	-1.0	-1	nt	nt	-100	1	nt	nt	nt
CCCCC[C@@H](C)N1C[C@H](COCc2ccccc2)Oc2cc(N3CCC[C@H]3COC)ccc2S1(=O)=O	-2.9	0.1	-0.8	4	nt	-6	7	-3	0.6	-0.3	nt
COCCCN1C(=O)C(O)=C(C(C)=O)C1c1ccccn1 (stereo not given)	-1.5	-1.5	-1.0	2	1.6	-2	1	-4	0.1	-0.4	-0.8
O=C(Nc1ccon1)c1ccc(N2CCCCC2)c([N+](=O)[O-])c1	15*	3.0	0.2	2	4.6	5	0	-1	-0.2	2.1	2.0
N#Cc1ccc(OCc2nnc(SCC(=O)N3CCCc4ccccc43)n2-c2ccccc2)cc1	-3.7	-2.7	-1.6	6	1.6	1	-6	4	1.3	0.0	-0.9
CC(=O)c1c(C)n(C)c2ccc(OC(=O)c3ccc([N+](=O)[O-])cc3)cc12	2.9	-0.4	-1.2	0	1.4	0	6	-2	-1.4	-0.4	0.5
COc1ccc(C2(C(=O)Nc3cc(C)on3)CCOCC2)cc1	2.1	0.5	-0.7	0	-0.7	0	-1	1	-2.1	-1.0	-0.1
